# Screening data from PubChem BioAssay.
# HTR5A inv ctr: HTR5A inverse agonists in luminescence cell assay, primary screen, counter-screen for OPRM1-OPRD1 heterodimer inverse agonist project, full-deck HTS; 5-hydroxytryptamine receptor 5A (Homo sapiens), P47898; HTR5A cell line, inverse agonism; inhibition, % at 9.3 µM; 340,000 compounds, 0.083% hits; in the data active means inhibition mostly above about 23%, no sharp cut-off; inactive means mostly below about 18%;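 further: 0% = cells with DMSO and 100% = no-cell wells with DMSO; some compounds called inactive have numbers as strong as hits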
# Target sequence (P47898 whole entry, looked up): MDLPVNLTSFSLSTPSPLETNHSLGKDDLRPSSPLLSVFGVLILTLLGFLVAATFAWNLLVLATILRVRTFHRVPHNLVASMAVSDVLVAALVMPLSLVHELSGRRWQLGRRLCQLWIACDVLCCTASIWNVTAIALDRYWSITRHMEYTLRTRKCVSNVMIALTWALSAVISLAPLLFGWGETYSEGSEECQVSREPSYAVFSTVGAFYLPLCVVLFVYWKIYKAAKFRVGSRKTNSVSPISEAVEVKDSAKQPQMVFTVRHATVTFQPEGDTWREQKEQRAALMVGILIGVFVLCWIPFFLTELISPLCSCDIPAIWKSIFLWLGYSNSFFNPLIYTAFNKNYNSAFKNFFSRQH
# cardiac RTF act: cardiac RTF calcium sensitivity activators, primary screen, biochemical, IANBD-TnC fluorescence, EC20 calcium; Troponin I, cardiac muscle (Homo sapiens) + Troponin T, cardiac muscle (Homo sapiens) + …; IANBD-labeled TnC RTF fluorescence at EC20 calcium; 0% EC20 calcium, 100% full calcium; activation, % at 7.2 µM; 340,000 compounds, 0.24% hits; AID 493008, 2010;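 active means activation above the mean over all tested compounds plus 3 SD, cut at about 30% in these data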;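 further: rise in fluorescence read as greater calcium sensitivity of cardiac thin filaments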
# RTF Ca sens inh: cardiac RTF calcium sensitivity inhibitors, primary screen, biochemical, IANBD-TnC fluorescence, EC70 calcium. IANBD-labeled cardiac RTF, Ca2+ fluorescence. Troponin I, cardiac muscle (Homo sapiens) + Troponin T, cardiac muscle (Homo sapiens) + …. 340,000 compounds, 0.12% hits. inhibition, % at 7.15 µM. AID 493244, 2011;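 active means inhibition above the mean inhibition of all tested compounds plus 3 SD, cut at about 17% in these data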;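 further: assay run at fixed EC70 calcium of 1.6 mM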
# MOR-DOR inv ag: inverse agonists of MOR-DOR heterodimerization, primary screen, cell-based, luminescence; Mu-type opioid receptor (Homo sapiens) + Delta-type opioid receptor (Homo sapiens), …; 340,000 compounds, 0.21% hits; inhibition, % at 9.3 µM; cell-based MOR-DOR heterodimer luminescence, inverse agonism; AID 504357, 2011; in the data active means inhibition above about 22%, passing the limit was not always enough;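 further: 0% = cells with DMSO and 100% = wells without cells with DMSO; values of inactives mirror those of a sister screen read the other way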
# C-LANA FP: inhibitors of KSHV C-LANA binding to DNA, primary screen, biochemical, fluorescence polarization, FAM-LBS DNA, MBP-C-LANA, single point; inhibition, % at 9 µM; 340,000 compounds, 0.078% hits;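 active means highest replicate inhibition at or above 60% at 9 µM, even if other replicates fall short; inactive means all replicates below 60% inhibition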;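 further: 0% = neutral control wells and 100% = 4 µM acridine orange control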
# HTR5A ag ctr: HTR5A agonists in luminescence cell assay, primary screen, counter-screen for OPRM1-OPRD1 heterodimer agonist project, full-deck HTS; activation, % at 9.3 µM; 5-hydroxytryptamine receptor 5A (Homo sapiens), P47898; 340,000 compounds, 0.61% hits; cell-based; in the data active means activation mostly above about 9.5%, no sharp cut-off; inactive means mostly below about 7.6%;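 further: 0% = cells with vehicle only and 100% = reference agonist; strong numbers were not always called active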
# Keap1-Nrf2 PPI: Keap1-Nrf2 protein-protein interaction inhibitors, primary screen, biochemical, fluorescence polarization, single point; 340,000 compounds, 0.15% hits; inhibition, % at 9.4 µM; Keap1 Kelch-Nrf2 peptide fluorescence polarization, 1536-well; in the data active means inhibition above about 12%;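 further: human Keap1 Kelch domain with fluorescein labeled Nrf2 9mer peptide probe; 0% = neutral control wells and 100% = peptide positive control; higher means more block of Keap1 binding to Nrf2 peptide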
# Target sequence (Q14145 whole entry, looked up, the tested form may be a part): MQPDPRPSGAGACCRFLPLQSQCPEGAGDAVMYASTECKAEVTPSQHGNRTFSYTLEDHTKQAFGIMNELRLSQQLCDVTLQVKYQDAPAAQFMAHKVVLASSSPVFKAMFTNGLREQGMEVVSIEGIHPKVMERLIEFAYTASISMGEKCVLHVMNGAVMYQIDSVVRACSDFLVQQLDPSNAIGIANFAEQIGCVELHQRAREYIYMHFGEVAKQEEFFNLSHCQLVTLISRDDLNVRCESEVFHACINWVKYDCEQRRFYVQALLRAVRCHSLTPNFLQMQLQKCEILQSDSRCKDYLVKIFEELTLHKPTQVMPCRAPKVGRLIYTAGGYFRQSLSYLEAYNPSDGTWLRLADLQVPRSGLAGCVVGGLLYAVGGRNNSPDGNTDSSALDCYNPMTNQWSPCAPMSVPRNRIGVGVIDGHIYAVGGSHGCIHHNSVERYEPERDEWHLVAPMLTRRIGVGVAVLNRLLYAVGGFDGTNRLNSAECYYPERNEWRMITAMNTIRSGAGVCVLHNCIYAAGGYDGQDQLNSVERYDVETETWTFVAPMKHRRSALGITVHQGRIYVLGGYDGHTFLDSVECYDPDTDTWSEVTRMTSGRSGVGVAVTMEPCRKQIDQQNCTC
# CAL-PDZ inh HTS: untagged CAL PDZ binding inhibitors, primary screen, biochemical, fluorescence polarization, HTS; 300,000 compounds, 0.92% hits; AID 602252, 2012; inhibition, % at 24.9 µM; Golgi-associated PDZ and coiled-coil motif-containing protein (Homo sapiens), Q9HD26; purified CAL PDZ, TMR-peptide fluorescence polarization, 1 h;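 active means mean inhibition of at least 30% with at least half of replicates also reaching 30%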;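 further: 0% = DMSO neutral control and 100% = excess unlabeled competitor peptide PRC23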
# MOR-DOR ag: agonists of OPRM1-OPRD1 heterodimerization, primary screen, cell-based, luminescence. activation, % at 9.3 µM. cells. AID 504326, 2011. Mu-type opioid receptor (Homo sapiens) + Delta-type opioid receptor (Homo sapiens), …. 340,000 compounds, 0.3% hits; in the data active means activation above about 18%;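 further: 0% = vehicle-treated cells and 100% = reference agonist; values of inactives mirror those of a sister screen read the other way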
# V-ATPase pH: regulators of yeast V-ATPase proton pumping, primary screen, pHLuorin cytosolic pH fluorescence; response, % at 10 µM; 350,000 compounds, 0.37% hits; S. cerevisiae; in the data active means response mostly above about 7.3%, no sharp cut-off; inactive means mostly below about 5.4%; further: actives read high; inactives centre near 0; some compounds called inactive have numbers as strong as hits; reference of the scale not given here
# Starred values were filed as active, the others as inactive; nt = no result given.
SMILES,HTR5A inv ctr,cardiac RTF act,RTF Ca sens inh,MOR-DOR inv ag,C-LANA FP,HTR5A ag ctr,Keap1-Nrf2 PPI,CAL-PDZ inh HTS,MOR-DOR ag,V-ATPase pH
COc1ccc(C(CC(=O)NCC(OC)OC)NS(=O)(=O)c2ccc(Cl)cc2)cc1 (configuration not stated),-3,-3,1,-3,-0.4,2,0,1,0.6,0
O=C(N/N=C/c1c[nH]c2ccccc12)c1ccc(Cl)cc1,10,-8,0,10,0.5,-3,-5,0,-1.7,-6
Cc1ccc(C)c(C(=O)COC(=O)CNS(=O)(=O)c2ccccc2)c1,0,0,-10,-1,-0.8,0,4,nt,0.1,-82
CSCC[C@H](NC(=O)OC(C)(C)C)C(=O)NCC1CCC(C(=O)N[C@@H](Cc2ccccc2)C(=O)O)CC1 (some centres not stated),-4,-4,-3,17,-2.6,1,-6,-3,-3.7,0
Cc1cccc(OCCCC(=O)O)c1,9,-6,0,14,0.0,-4,-1,4,-3.4,0
CC1CCN(CC(=O)Nc2ccc3c(c2)OCO3)CC1,-10,-3,-15,24,-1.7,1,2,-12,-4.9,-1
COc1ccc(/C=C2\CN(Cc3ccccc3)C/C(=C\c3ccc(OC)cc3)C2=O)cc1,-1,-1,7,0,3.8,0,-2,-2,-0.1,-1
CC(C)C[C@H](N)c1cn([C@@H](CCCCN)C(=O)N2CCNCC2)nn1,-3,-1,6,3,0.3,10,-3,-2,-0.6,2
CCc1nn2c(N3CCOCC3)cc(C)nc2c1-c1ccc(F)cc1,-3,10,0,-43,-0.7,5,-2,-7,7.3,2
CC(=O)N1CCOc2ccc(S(=O)(=O)N3CCC(C(=O)Nc4ccc(C)cc4)CC3)cc21,-11,4,-5,16,1.3,2,-5,-1,-3.3,1
CCN(C(=O)CN1CCN(S(=O)(=O)c2ccccc2C(F)(F)F)CC1)c1c(N)n(Cc2ccccc2)c(=O)[nH]c1=O,7,-2,-1,21,-1.0,0,3,-3,-3.9,0
COC(=O)CCCC1=CC2=C(c3ccccc3)C(=O)C(C)(OC(=O)C3CCCC3)C(=O)C2=CN1CCCCO (configuration not stated),0,3,1,-7,2.9,2,6,-2,1.5,-2
COCCNC(=O)C(c1ccc(F)cc1)N(CC1CCCO1)C(=O)CCC(=O)Nc1ccccn1 (configuration not stated),4,-1,0,18,-0.3,4,2,0,-4.0,-2
CCCCC1(c2ccc(F)cc2)NC(=O)N(CC(=O)N2CCN(C(=O)c3ccco3)CC2)C1=O (configuration not stated),-23,2,-3,2,-1.1,-3,-2,-2,-0.7,-2
O=C(COc1ccc(C2SCCS2)cc1)NNC(=O)C(Cl)Cl,-15,-2,-4,6,1.6,-4,3,-9,-1.2,-2
O=C(Nc1ccc(C(=O)O)cc1)/C(=C\c1ccccc1)NC(=O)c1ccc(Br)cc1,-12,1,-5,10,-0.9,2,3,-6,-2.0,-1
O=C(CN1C(=O)/C(=C\c2ccccc2Cl)Oc2ccccc21)NCc1cccnc1,11,-4,0,3,0.8,3,-2,-2,-0.4,0
CN(C)CCCN1c2ccc3ccccc3c2Sc2cccc(Cl)c21,-20,-3,-5,-46,-0.4,5,-4,-2,10,-1
Cc1ccc(CSc2nc3c(c(SCC(=O)O)n2)CCCC3)cc1,3,6,-7,13,-0.9,-5,-2,-4,-2.0,1
CN1C(=O)NC(c2ccc([N+](=O)[O-])cc2)C2=C1CC(C)(C)CC2=O (configuration not stated),-18,1,-3,5,0.4,5,6,0,-0.9,0
CCOc1ncccc1C(=O)OCc1cccc([N+](=O)[O-])c1,0,-2,0,-6,0.1,0,2,-3,1.2,-3
CCOC(=O)C1=C(O)/C(=C/c2ccccn2)SC1=Nc1ccc(Cl)cc1,7,4,-5,3,0.7,-3,-2,-3,-0.6,4
CCOC(=O)N1CCN(C(=O)C2CCCN(S(=O)(=O)c3ccccc3)C2)CC1 (configuration not stated),24,7,-7,-8,0.2,1,1,-3,1.4,2
O=C(COC(=O)CNC(=O)c1ccccc1Cl)NC1CC1,-9,-2,-1,17,-0.7,4,-6,39*,-4.4,nt
CC1(C)Cc2ccccc2-c2nc3ccccc3c(=O)n21,4,-4,-7,-14,0.6,-1,-3,-2,2.5,-2

# The last two compounds of the section above are carried over, then new ones follow:
SMILES,HTR5A inv ctr,cardiac RTF act,RTF Ca sens inh,MOR-DOR inv ag,C-LANA FP,HTR5A ag ctr,Keap1-Nrf2 PPI,CAL-PDZ inh HTS,MOR-DOR ag,V-ATPase pH
O=C(COC(=O)CNC(=O)c1ccccc1Cl)NC1CC1,-9,-2,-1,17,-0.7,4,-6,39*,-4.4,nt
CC1(C)Cc2ccccc2-c2nc3ccccc3c(=O)n21,4,-4,-7,-14,0.6,-1,-3,-2,2.5,-2
NC(=O)N/N=C/CCc1ccccc1,8,0,2,18,-0.5,-3,0,22,-3.8,1
Cc1ccc(C(=O)N/C(=C\c2ccco2)C(=O)NC2CCS(=O)(=O)C2)cc1 (configuration not stated),4,-5,-2,6,1.2,5,-4,-6,-1.2,-4
O=C(OCC(=O)N1CCN(c2ccccc2)CC1)c1ccccc1NCCO,13,-1,-6,4,1.3,-5,-4,-2,-0.7,2
CCCS(=O)(=O)N1CCN(c2ccccn2)CC1,14,2,-4,2,0.6,5,-4,-2,-0.4,2
Cc1nn(C)c(C(=O)Nc2ccn(C34CC5CC(CC(C5)C3)C4)n2)c1[N+](=O)[O-],-30,4,-2,-5,-0.3,7,-1,-4,0.9,0
CCN1C(=O)[C@H]2[C@H]3CN=C(SC)N3[C@@](Cc3ccccc3)(C(=O)OC)[C@H]2C1=O,6,-4,2,14,1.1,-2,-2,-2,-2.9,-1
CC1CCCCC1NS(=O)(=O)c1ccc(S(=O)(=O)N2CCCC2)cc1 (configuration not stated),-15,-4,-1,-3,2.9,-3,5,-2,0.6,-4
N#Cc1ccc(-c2csc(NC(=O)/C=C/c3cccs3)n2)cc1,-1,4,-8,-30,-0.1,3,0,-6,6.1,4
CC(=O)Nc1ccc(SCC(=O)c2cc(C)n(CC(F)(F)F)c2C)cc1,-2,2,0,6,-0.4,3,-2,nt,-1.6,0
COc1ccccc1OCC(O)CN1C(=O)NC(C)(C)C1=O (configuration not stated),0,0,-16,2,1.9,0,-3,0,-0.4,2
Cc1ccccc1C(=O)Nc1nc(SCc2ccc(Cl)cc2)n[nH]1,2,3,-7,-10,-1.0,3,-8,-4,2.1,2
CC1=C(C(=O)Nc2ccc(C)cc2C)C(c2ccc([N+](=O)[O-])cc2)n2ncnc2N1 (configuration not stated),-24,4,-14,6,0.6,4,-1,-3,-1.1,1
CCOc1ccc(N/C(=N/c2nc(C)cc(C)n2)NC(=O)CC)cc1,0,-5,2,22,-14,-1,4,nt,-4.3,0
CCCC(=O)n1nc(-c2ccccc2)nc1SC,5,3,5,6,0.7,-3,-3,-2,-1.0,-1
Cc1cc(Br)cc(/C=N/NC(=O)c2ccc3c(c2)OCO3)c1O,-5,-4,-7,-36,0.4,1,2,-4,7.6,2
CCOC(=O)COc1ncn(-c2ccccc2)n1,-11,-2,6,15,0.1,-1,-2,-2,-2.6,-2
CN1CCN(C(=O)c2ccccc2-c2nc(-c3ccc(Cl)cc3)no2)CC1,-11,-5,-3,10,0.7,1,-5,-2,-1.8,-2
Cc1nc2c(Br)cc(Br)cc2cc1O,-19,-8,-6,-14,-2.0,5,3,nt,2.6,-11
O=C(NCCCOc1cccc(CN2CCCCC2)c1)c1ccc(Cl)c(Cl)c1,12,-1,-6,6,0.2,-3,-8,-2,-1.1,6
Cc1ccccc1N1CCN(C2CCCN(C(=O)c3cc(C(C)C)[nH]n3)C2)CC1 (configuration not stated),11,-3,3,0,-0.4,4,-3,-1,0.1,4
CCn1c(=O)c2sccc2n(Cc2cc(C(=O)OC)ccc2OC)c1=O,6,0,0,-4,-1.2,-2,-1,-1,0.9,4
CC(C)(C)NC(=O)CCN(/N=C/c1ccc([N+](=O)[O-])o1)C1=NS(=O)(=O)c2ccccc21,-4,-3,-1,-14,0.3,1,-4,1,2.6,0
CCCCN(C)C(=O)c1oc2ccc(S(=O)(=O)N3CCCCCC3)cc2c1C,-6,-8,1,-26,-0.3,3,-1,-2,4.7,1
OCC[C@@H]1C[C@@H](O)[C@H](O)[C@@]2(Cc3ccccc3O2)O1,6,2,-10,-4,1.7,-3,2,0,0.7,7
CCc1ccc(NS(=O)(=O)c2ccc3c(c2)CCN3C(=O)CCC(=O)O)cc1,1,-8,1,6,2.0,0,-3,3,-1.2,-1

# Following part.
SMILES,HTR5A inv ctr,cardiac RTF act,RTF Ca sens inh,MOR-DOR inv ag,C-LANA FP,HTR5A ag ctr,Keap1-Nrf2 PPI,CAL-PDZ inh HTS,MOR-DOR ag,V-ATPase pH
CC(=NN1CC(=O)NC1=O)c1ccc([N+](=O)[O-])o1,-9,-9,-6,-51,-0.8,2,-3,-5,10,3
CCOC1=NN(c2ncc(C(F)(F)F)cc2Cl)C(=O)/C1=C/N(C)C,5,0,-7,15,1.1,-2,-8,3,-2.9,-1
CC1CCc2sc3c(c2C1)c1ncnn1c(=O)n3CC(=O)c1ccc(Br)cc1 (configuration not stated),11,-7,1,17,-3.6,-5,0,-4,-3.4,-1
C/C(=N\NS(=O)(=O)c1ccccc1)c1ccc2c(c1)OCO2,1,3,-7,6,-0.1,0,-2,-3,-1.2,-1
C=CCCCCCCCCc1nc(=S)[nH][nH]1,-7,-1,-8,-2,-1.3,3,-2,0,0.4,0
O=C(CSc1n[nH]c(=O)[nH]c1=O)NC1CC1,-8,-1,1,9,0.2,5,4,nt,-1.7,8
CCN(CC)S(=O)(=O)c1cc(NC(=O)CNc2c(C)n(C)n(-c3ccccc3)c2=O)ccc1C,4,8,-7,-1,-2.0,-1,2,-8,0.1,-4
COc1ccc(C2C3=C(CC(C)(C)CC3=O)Oc3ncn(Cc4ccco4)c(=N)c32)cc1 (configuration not stated),3,-1,-5,14,-0.4,-2,-1,-2,-2.6,-2
S=C1NCCOCCOCCOCCN1,-3,-1,-11,5,0.8,2,-4,nt,-1.1,-4
CCc1cccc(CC)c1NC(=O)COC(=O)c1cccc(S(=O)(=O)N2CCc3ccccc3C2)c1,-17,3,-13,3,2.0,-1,-4,-3,-0.6,-4
CC(CS(=O)(=O)c1ccc2c(c1)NC(=O)CS2)C(=O)N1CCN(c2cccc(Cl)c2)CC1 (configuration not stated),-26,3,-8,5,6.1,2,-1,-4,-0.9,3

# Outcome played no part in choosing rows. About 2.8% of those tested had a hit in this group.
